High-throughput results: PubChem, several laboratories
Ecoli WT expand: growth inhibitors of E. coli BW25113 wild type; OD600 absorbance; growth inhibition, % at 100 µM; hit rate 0.15% among 98,000;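 active means growth inhibition above about 50% at one test dose, limit read from the data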;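 further: growth measured after 20 h incubation at 37 °C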
MT1-MMP txn act: activates MT1-MMP transcription; hit rate 0.16% among 86,000; HT1080 MT1-MMP promoter luciferase reporter, luminescence, overnight; active compounds read high; AID 750; activation factor at 10 µM;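 active means activation factor of at least 2 for MT1-MMP transcription at 10 µM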
CD11b adhes inh: CD11b/CD18-fibrinogen binding inhibition; P05107+P11215; K562 CD11b/CD18 adhesion to fibrinogen, ATPlite luminescence; Mn2+ added to activate the integrin; inhibition, % at 10 µM; hit rate 0.54% among 93,000; AID 1497;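 active means primary inhibition of 50% or more at 10 µM, then 40% or more on retest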; further: some results filed as inactive read as strong as hits
ERa SRC1 pot: enhances coactivator binding to human estrogen receptor alpha; TR-FRET ERalpha-LBD/SRC-Cy5 coactivator binding, 2 h; 100 = basal binding, no effect; P03372; coactivator binding (% of control), % at 25.6 µM; hit rate 1.3% among 86,000; in the data active means activity above about 200%;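 further: binding measured in presence of low estradiol as agonist stimulus; 0% = peptide alone without receptor and 100% = receptor with peptide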
PLAP activator: activators of human placental alkaline phosphatase | P05187 | purified PLAP enzyme, luminescent substrate read-out; active compounds read high | activation fold at 20 µM | hit rate 1.2% among 96,000; in the data active means activation fold above about 2
Target sequence (P05187 whole entry, looked up): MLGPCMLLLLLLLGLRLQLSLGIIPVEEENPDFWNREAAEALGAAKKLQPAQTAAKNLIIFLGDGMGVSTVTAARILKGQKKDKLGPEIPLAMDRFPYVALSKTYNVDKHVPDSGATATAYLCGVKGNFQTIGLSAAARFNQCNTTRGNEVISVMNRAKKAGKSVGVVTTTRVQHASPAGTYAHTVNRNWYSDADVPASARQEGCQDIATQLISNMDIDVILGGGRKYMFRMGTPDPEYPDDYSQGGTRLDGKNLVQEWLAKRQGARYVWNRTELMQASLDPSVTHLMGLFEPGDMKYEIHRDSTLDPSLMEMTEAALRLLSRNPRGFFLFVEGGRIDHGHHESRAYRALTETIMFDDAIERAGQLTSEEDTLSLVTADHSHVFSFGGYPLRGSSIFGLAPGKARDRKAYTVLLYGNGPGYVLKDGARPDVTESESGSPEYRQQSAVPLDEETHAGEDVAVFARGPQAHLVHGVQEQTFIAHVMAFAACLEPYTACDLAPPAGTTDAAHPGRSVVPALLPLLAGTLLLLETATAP
ERb coact inh: ER-beta (human) coactivator binding inhibition. Q92731. TR-FRET ER-beta LBD / SRC1-Cy5 peptide binding; receptor agonist-loaded with 1 µM estradiol. inhibition, % at 25.6 µM. hit rate 1.3% among 86,000;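 active means compounds whose percent inhibition of the receptor-coactivator binding signal exceeds about 50% in the single-dose screen, limit read from the data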;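 further: 0% = receptor plus peptide wells without compound and 100% = peptide-only wells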
Target sequence (Q92731 whole entry, looked up, the tested form may be a part): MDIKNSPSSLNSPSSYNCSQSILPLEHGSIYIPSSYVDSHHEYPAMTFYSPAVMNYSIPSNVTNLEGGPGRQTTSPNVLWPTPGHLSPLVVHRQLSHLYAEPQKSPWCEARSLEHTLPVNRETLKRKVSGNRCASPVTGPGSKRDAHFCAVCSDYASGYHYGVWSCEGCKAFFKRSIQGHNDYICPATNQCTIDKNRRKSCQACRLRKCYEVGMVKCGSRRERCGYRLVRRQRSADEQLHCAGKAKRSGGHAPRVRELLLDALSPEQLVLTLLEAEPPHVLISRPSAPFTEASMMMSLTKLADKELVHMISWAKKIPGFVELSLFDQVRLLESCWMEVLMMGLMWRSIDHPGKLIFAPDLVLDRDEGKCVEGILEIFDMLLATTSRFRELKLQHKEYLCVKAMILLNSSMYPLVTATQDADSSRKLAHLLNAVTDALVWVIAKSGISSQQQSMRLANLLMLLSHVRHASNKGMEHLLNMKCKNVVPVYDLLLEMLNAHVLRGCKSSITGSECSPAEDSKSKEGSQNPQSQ
CD11b adhes enh: CD11b/CD18-fibrinogen binding enhancement. P05107+P11215. K562 CD11b/CD18 adhesion to fibrinogen, ATPlite luminescence. activation, % at 10 µM. hit rate 0.07% among 93,000. AID 1499;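 active means 10 µM primary screen giving 50% or more activity, confirmed by 40% or more on retest at that dose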; further: strong numbers were not always called active; reference of the scale not given here
ERa coact inh: blocks coactivator binding to human estrogen receptor alpha; TR-FRET ER-alpha LBD / SRC-1 peptide, estradiol-bound; inhibition, % at 25.6 µM; hit rate 1.7% among 86,000; AID 629; in the data active means inhibition above about 50%;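 further: 0% = receptor plus peptide control and 100% = peptide only without receptor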
FAK blocker: FAK (human) kinase inhibition; biochemical FAK kinase activity assay; Q05397; inhibition, %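 (tested at 7 µM)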; hit rate 0.84% among 97,000; in the data active means inhibition above about 19%;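 further: 0% = DMSO and 100% = reference compound high control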
* = called active by the depositor; nt = no result given; [ ] = dose if it differs, or a comment. The order is random; overall some 5.1% were active at least once.

Values in the order – ERa SRC1 pot, CD11b adhes enh, PLAP activator, ERa coact inh, Ecoli WT expand, MT1-MMP txn act, ERb coact inh, CD11b adhes inh, FAK blocker
- Cc1cc(C)c2c(N)c(S(=O)(=O)c3ccccc3)sc2n1
  81.0, -2.7, 1.1, -17.2, 0.0, 1, 0.1, 18.6, 1.7
- O=C(Nc1ccccc1)N(Cc1ccc2c(c1)OCO2)Cc1nc2ccccc2c(=O)[nH]1
  93.1, 1.3, 1.2, 9.4[fluorescence artefact?], 4.0, 1, 9.3[fluorescence artefact?], -4.6, 1.1
- NC(=O)CCCc1nc(-c2ccccc2Cl)no1
  100.3, -1.2, 1.1, -0.3, -5.0, 1.2, -10.8, 14.9, -4.2
- O=C(NCc1ccncc1)Nc1cccc(Cl)c1
  101.6, -3.0, 1.1, 5.8[fluorescence artefact?], 28.0, 1.1, -0.9[fluorescence artefact?], 1.5, 0.4
- Cc1c(NC(=O)C(C)c2ccc(CC(C)C)cc2)c(=O)n(-c2ccccc2)n1C (stereo unspecified)
  117.0, -2.5, 1.2, -7.4, -7.0, 1, -6.4, -8.2, -1.7
- C=CCOc1cccc(C2/C(=C(/O)c3ccccc3)C(=O)C(=O)N2CCN2CCOCC2)c1 (stereo unspecified)
  139.7, 3.6, 1.4, -2.8, 6.0, 1.1, -4.8, -9.8, -3.6
- O=C(c1ccc(S(=O)(=O)N2CCCCC2)cc1)N1CCN=C1SCc1cccnc1
  120.4, 1.6, 0.9, -6.1, -6.0, 1, -3.2, -3.7, -1.0
- COc1ccc(CNC(=O)COC(=O)C2=COCCO2)cc1
  105.9, -2.8, 0.9, -1.4, 1.0, 1.2, -1.7, -10.2, -1.3
- O=C(Nc1ccc(OC(=O)c2cccs2)cc1)c1ccco1
  92.9, -2.1, 0.9, -5.9, -5.0, 1.1, -9.2, -17.6, -4.5
- Cc1ccc(/C(O)=C2/C(=O)C(=O)OC2c2ccc(Cl)cc2)cc1 (stereo unspecified)
  97.7, nt, 1.1, 2.2, 3.0, 0.9, -0.3, nt, 0.0
- CSc1ccccc1-c1nnc(-c2ccc(Cl)cc2Cl)o1
  nt, -4.5, 1, nt, -7.0, nt, nt, 7.4, 1.1
- COc1ccc(NC(=O)CSc2nc3c(c(=O)n2-c2ccccc2)SCC3)c(OC)c1
  95.6, 2.4, 0.9, 1.4, -9.0, 1.2, -5.3, -3.4, nt
- N#CCSc1nc2ccc(N3CCOCC3)cc2c(=O)n1CCc1ccccc1
  90.9, -3.2, 1.5, 13.4, 2.0, 0.9, 9.1, 1.6, 7.4
- CCCOc1ccc(N2CC(C(=O)Nc3ccc4c(c3)OCO4)CC2=O)cc1 (stereo unspecified)
  115.0, nt, nt, 14.0, -4.0, 1.1, 1.6, nt, -1.1
- Cc1ccc(C(=O)/C=C/Nc2ccccn2)cc1
  114.8, nt, nt, -2.9, nt, 0, -9.1, nt, -3.3
- COc1ccc(CCn2c(N)c(C#N)c3nc4ccccc4nc32)cc1OC
  112.1, 6.3, 0.9, -6.2, -1.0, 1, -0.4, -18.5, 8.2
- CCCCOC(=O)CSC1=C(C#N)C(c2ccccc2OC)C(C#N)C(=O)N1 (stereo unspecified)
  nt, nt, 1, nt, 2.0, 1, nt, nt, -0.3
- CC(C)OC(=O)CSc1nc2cc3c(cc2cc1C#N)OCO3
  189.4[fluorescence artefact?], nt, nt, 20.6[fluorescence artefact?], nt, 1.8, 22.3[fluorescence artefact?], nt, -14.3
- O=c1[nH]ncc2c3ccccc3n(Cc3ccccc3F)c12
  nt, nt, 0.8, nt, -1.0, 1.2, nt, nt, 8.9
- O=C(CN1CCOCC1)Nc1c2c(nc3ccccc13)N(Cc1ccccc1)CC2
  121.0, -2.0, 1.4, -0.5, 0.0, 1.2, -5.2[fluorescence artefact?], -12.5, nt

New compounds follow.
Values in the order – ERa SRC1 pot, CD11b adhes enh, PLAP activator, ERa coact inh, Ecoli WT expand, MT1-MMP txn act, ERb coact inh, CD11b adhes inh, FAK blocker
- O=C(O)c1cccc(CSc2nc(-c3ccc(Cl)cc3)cc(C(F)(F)F)n2)c1
  nt, -3.2, 1.3, nt, 7.0, nt, nt, 75.1*, 4.2
- CCOC(=O)Cn1c(=O)n(Cc2ccco2)c(=O)c2ccc(C(=O)NC3CCCC3)cc21
  nt, 1.1, 0.9, nt, -4.0, nt, nt, -3.7, -1.2
- O=c1c2ccccc2oc2nc(-c3ccco3)n(CCc3ccccc3)c(=O)c12
  122.0, -1.7, 0.8, 10.8, nt, 1.2, 4.1, 3.6, nt
- CCO/C([O-])=N/c1c[n+](N2CCOCC2)no1
  53.8, nt, nt, 51.1*, nt, 1.1, 4.8, nt, nt
- Cc1cccc(NC(=O)c2ccc(OCC(=O)NCc3ccccc3)cc2)c1C
  nt, -4.9, 1, nt, -1.0, nt, nt, 9.9, 1.7
- O=C(NCCc1csc(-c2cccnc2)n1)c1ccc(Br)o1
  102.2, -3.8, 1, 4.1, -4.0, 1, 1.1, -33.6, nt
- CCN(CC)S(=O)(=O)c1cc(C(=O)OC)ccc1Cl
  nt, 5.0, 1, nt, -5.0, nt, nt, 23.1, 4.1
- CCOC(=O)N1CCC(NC(=O)CS(=O)(=O)Cc2nc(-c3ccc(C)cc3)oc2C)CC1
  124.1[fluorescence artefact?], 2.8, 1.4, -2.3, 2.0, 1.1, 1.3, 1.0, -4.2
- O=C(O)CC(=O)Nc1ccccc1C(=O)O
  107.7, -1.2, 0.8, 19.0, 7.0, 1.2, 0.2, 8.5, -1.3
- O=C(Nc1cccnc1)C1CC(c2ccccc2O)=NO1 (stereo unspecified)
  nt, 9.5, 2*, nt, 21.0, nt, nt, -4.0, 0.8
- CCOC(=O)N1CCN(C(=O)c2cnn(-c3ccccc3)c2NC(=O)c2ccccc2F)CC1
  105.3, 3.2, 1.3, -2.6, -11.0, 1, 2.7, 7.3, nt
- Cc1sc2ncnc(N3CCCCC3C)c2c1C (stereo unspecified)
  90.7, -1.0, 1.5, -2.5, 2.0, 1, -5.2, 14.5, nt
- O=C(NCc1cccs1)[C@@H]1CSC2c3ccccc3C(=O)N21 (stereo partly specified)
  96.2, 0.5, 1.5, -6.1, -5.0, 1.1, -12.0, 1.8, -0.6
- CC(=O)NC1(c2nnnn2CCOC(=O)Nc2ccc(Cl)cc2)CCCCC1
  nt, 0.2, 1.4, nt, 4.0, 1.1, nt, -0.1, -2.7
- CCCCn1c(SCc2c(C)noc2C)nc2cc(S(N)(=O)=O)ccc21
  105.8[fluorescence artefact?], -3.9, 1, -4.7, 5.0, 1.9, 2.8, -2.1, -0.9
- CCCc1nc(S(=O)(=O)Cc2ccc(Cl)cc2Cl)n[nH]1
  121.1, -2.8, 0.7, -3.3, 0.0, 1.1, -2.5, 1.3, -0.6
- COc1ccc(-n2c(Cn3nnc4ccccc43)nnc2SCC(=O)O)cc1
  112.3, -1.6, 1, 1.0, 1.0, 1.1, 2.8, -3.0, 2.1
- CCc1nnc(NC(=O)CSc2nc3c(cc2C#N)CCCC3)s1
  510.4*[fluorescence artefact?], 1.2, 0.9, -19.6[fluorescence artefact?], -7.0, 0.7, -10.0[fluorescence artefact?], -26.9, -1.4
- COc1ccc(N(C(=O)c2cccc(OC)c2OC)C2C=CS(=O)(=O)C2)c(OC)c1 (stereo unspecified)
  nt, -1.7, 1, nt, 1.0, 1.2, nt, 16.7, 0.7
- N#C/C(C(=O)c1ccccc1)=C1/CCCCCN1
  111.7[fluorescence artefact?], -0.1, 0.9, 0.9, -10.0, 1.3, -5.1, 4.0, -5.3

Profiles as entered above. Order of screens: ERa SRC1 pot	CD11b adhes enh	PLAP activator	ERa coact inh	Ecoli WT expand	MT1-MMP txn act	ERb coact inh	CD11b adhes inh	FAK blocker
O=C(c1ccc(S(=O)(=O)N2CCCCC2)cc1)N1CCN=C1SCc1cccnc1 is entered as 120.4	1.6	0.9	-6.1	-6.0	1	-3.2	-3.7	-1.0
CCCc1nc(S(=O)(=O)Cc2ccc(Cl)cc2Cl)n[nH]1 is entered as 121.1	-2.8	0.7	-3.3	0.0	1.1	-2.5	1.3	-0.6
CC(C)OC(=O)CSc1nc2cc3c(cc2cc1C#N)OCO3 is entered as 189.4[fluorescence artefact?]	nt	nt	20.6[fluorescence artefact?]	nt	1.8	22.3[fluorescence artefact?]	nt	-14.3
O=C(NCc1cccs1)[C@@H]1CSC2c3ccccc3C(=O)N21 (stereo partly specified) is entered as 96.2	0.5	1.5	-6.1	-5.0	1.1	-12.0	1.8	-0.6

Continuation.
Values in the order – ERa SRC1 pot, CD11b adhes enh, PLAP activator, ERa coact inh, Ecoli WT expand, MT1-MMP txn act, ERb coact inh, CD11b adhes inh, FAK blocker
- CCC(C)OC(=O)C1=C(C)NC(=O)NC1c1ccc(F)cc1 (stereo unspecified)
  98.1, -4.3, 0.9, 12.1[fluorescence artefact?], -4.0, 1.1, 10.1, -6.2, 0.8
- Cc1ccc2nc(NC(=O)c3ccc(Cl)s3)sc2c1
  194.4, 0.7, 1, 48.7[fluorescence artefact?], -14.0, 1.1, 46.5[fluorescence artefact?], 12.6, -0.9
- Cc1ccc(N2C(=O)Nc3ccc(Br)cc3C2(O)C(=O)NCCCN(C)C)cc1C (stereo unspecified)
  106.2, -0.9, 1.2, 5.5, -3.0, 1.1, -0.6, -35.1, nt
- Cc1ccc(-c2ccc(NC(=O)C3C4C=CC(C4)C3C(=O)O)cc2)o1 (stereo unspecified)
  nt, 2.5, 0.9, nt, 8.0, nt, nt, -1.8, 0.1
- CCc1cc2c(N3CCCCC3)ncnc2s1
  107.0[fluorescence artefact?], -2.0, 1.3, 4.3[fluorescence artefact?], 11.0, 1.1, 0.3[fluorescence artefact?], -9.9, 2.3
- CCOc1ccc(S(=O)(=O)N(CC(=O)N/N=C/c2cccs2)c2ccc(C)cc2)cc1
  nt, -0.8, 1, nt, -6.0, nt, nt, -7.7, 8.0
- COc1ccc(C(=O)N2CCN=C2c2ccccc2)cc1OC
  117.3, -3.2, 0.9, -5.3, 1.0, 1.3, -11.2, -12.3, -0.5
- Cc1cc(C)n(-c2ccc(C(=O)Nc3ccc4c(c3)OCCO4)cc2)n1
  nt, 0.6, 0.9, nt, -5.0, 1.1, nt, -2.7, 0.1
- Cc1cc(NC(=O)CSc2nnc(-c3ccoc3C)n2N)no1
  74.0, -5.9, 0.9, 11.3, 0.0, 1, 25.6, -10.4, -1.5
- O=C(c1ccc2ccccc2c1)N1CCN(c2ccc(C(F)(F)F)cn2)CC1
  85.7, 1.5, 1, 1.2, -2.0, 1.1, -14.5, -34.2, -1.4
- COc1ccc2oc(C(=O)c3ccccc3)c(NC(=O)CN3CCN(C)CC3)c2c1
  107.4[fluorescence artefact?], 0.6, 1.5, -6.9[fluorescence artefact?], 13.0, 1, -10.5[fluorescence artefact?], -6.0, 1.9
- COc1ccc(NC(C)=O)cc1NC(C)C(=O)Nc1ccc(F)c(F)c1F (stereo unspecified)
  99.7, -4.4, 1.2, -10.1, 5.0, 1, -4.6, -29.4, 2.1
- O=C(CN1C2=NCCN2c2ccccc21)c1ccc(Br)cc1
  106.2, 4.7, 1.4, -1.4, 24.0, 1.1, -3.2, -4.5, 5.3
- COc1ccc(NC(=O)C(C)NS(=O)(=O)c2ccccc2)cc1Cl (stereo unspecified)
  120.8, nt, 0.8, -1.0, -8.0, 1.3, -6.7, nt, -4.0
- CCCN1C(=O)C(O)(CC(=O)c2cccc(OC)c2)c2ccccc21 (stereo unspecified)
  98.0, 1.4, 1, -21.8, 2.0, 1.1, -30.3[fluorescence artefact?], -10.5, 3.8
- CC(=O)c1cccc(NC(=O)Cc2cccs2)c1
  29.0[fluorescence artefact?], 3.1, 1, 83.7*, 8.0, 1.1, 73.2*[fluorescence artefact?], -3.8, nt
- COc1ccccc1-c1ccc(=O)n(CC(=O)NCc2ccc3c(c2)OCO3)n1
  108.3, -3.3, 1.5, 14.2, 8.0, 1.1, 21.2, -29.5, -0.5
- Cc1ccc(OCCCn2c(CO)nc3ccccc32)cc1
  121.3, 1.5, 1.6, -11.0, 9.0, 1.3, -1.3, 6.5, 0.6
- CCOC(=O)C1C(=O)CC(C)(O)C(C(=O)OCC)C1c1ccccc1OC (stereo unspecified)
  103.7, 8.7, 1, -2.4, -6.0, 1.1, -6.7[fluorescence artefact?], -10.1, -0.4
